Screening results: PubChem BioAssay, several laboratories
HTR5A ag – HTR5A agonists in luminescence cell assay, primary screen, counter-screen for OPRM1-OPRD1 heterodimer agonist project, full-deck HTS. 5-hydroxytryptamine receptor 5A (Homo sapiens), P47898. cell-based. activation, % at 9.3 µM. 340,000 compounds, 0.61% hits. AID 504692, 2011; in the data active means activation mostly above about 9.5%, no sharp cut-off; inactive means mostly below about 7.6%;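 further: 0% = cells with vehicle only and 100% = reference agonist; strong numbers were not always called active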
Pemphigus Ab inh – inhibitors of pemphigus antibody binding to DSG3, primary screen, biochemical, bead-based, flow cytometry, scFv-GFP | Desmoglein-3 (Homo sapiens), P32926 | DSG3-coupled beads, scFv-anti-DSG3-GFP binding; active compounds read low | binding (percent of control), % at 10 µM | 310,000 compounds, 0.48% hits | AID 588358, 2011;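 active means binding more than 3 SD below its plate's average and above zero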;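 further: hits lower antibody fragment binding to DSG3; some compounds called inactive have numbers as strong as hits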
OPRM1-OPRD1 ag – agonists of OPRM1-OPRD1 heterodimerization, primary screen, cell-based, luminescence; cells; 340,000 compounds, 0.3% hits; Mu-type opioid receptor (Homo sapiens) + Delta-type opioid receptor (Homo sapiens), …; AID 504326, 2011; activation, % at 9.3 µM; in the data active means activation above about 18%;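 further: 0% = vehicle-treated cells and 100% = reference agonist; values of inactives mirror those of a sister screen read the other way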
Target sequence (P35372 whole entry, looked up): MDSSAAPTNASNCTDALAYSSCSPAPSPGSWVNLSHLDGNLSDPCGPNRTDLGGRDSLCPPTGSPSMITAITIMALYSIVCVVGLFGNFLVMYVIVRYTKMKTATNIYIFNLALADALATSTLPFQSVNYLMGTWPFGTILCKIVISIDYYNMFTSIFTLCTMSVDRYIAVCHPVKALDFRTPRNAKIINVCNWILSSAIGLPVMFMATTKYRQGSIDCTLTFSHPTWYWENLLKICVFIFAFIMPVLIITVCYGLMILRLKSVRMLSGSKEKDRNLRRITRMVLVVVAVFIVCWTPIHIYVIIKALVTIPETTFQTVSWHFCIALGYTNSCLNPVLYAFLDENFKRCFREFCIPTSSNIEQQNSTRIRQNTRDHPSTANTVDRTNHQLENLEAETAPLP
Target sequence (P41143 whole entry, looked up): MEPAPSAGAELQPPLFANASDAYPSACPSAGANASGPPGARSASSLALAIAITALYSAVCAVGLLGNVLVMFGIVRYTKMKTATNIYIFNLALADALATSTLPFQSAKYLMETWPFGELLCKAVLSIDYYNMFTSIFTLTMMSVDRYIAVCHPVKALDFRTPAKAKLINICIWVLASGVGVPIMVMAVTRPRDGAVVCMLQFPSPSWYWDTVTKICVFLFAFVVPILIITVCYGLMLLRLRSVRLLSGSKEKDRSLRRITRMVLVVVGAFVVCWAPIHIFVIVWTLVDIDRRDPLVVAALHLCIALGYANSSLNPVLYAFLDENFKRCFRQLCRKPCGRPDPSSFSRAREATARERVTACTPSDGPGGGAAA
HTR5A inv ag – HTR5A inverse agonists in luminescence cell assay, primary screen, counter-screen for OPRM1-OPRD1 heterodimer inverse agonist project, full-deck HTS; HTR5A cell line, inverse agonism; 5-hydroxytryptamine receptor 5A (Homo sapiens), P47898; 340,000 compounds, 0.083% hits; AID 504634, 2011; inhibition, % at 9.3 µM; in the data active means inhibition mostly above about 23%, no sharp cut-off; inactive means mostly below about 18%;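 further: 0% = cells with DMSO and 100% = no-cell wells with DMSO; some compounds called inactive have numbers as strong as hits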
E coli growth – E. coli V3065 growth inhibition, primary screen, counter-screen for AddAB inhibitor project, absorbance, OD600; 18 h; inhibition, % at 11.9 µM; 330,000 compounds, 0.27% hits; AID 449728, 2010;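 active means inhibition above the campaign's mean inhibition across all tested compounds plus 3 SD, cut at about 9.9% in these data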;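 further: uninfected addAB+ strain grown without phage in ampicillin broth; 0% = DMSO wells and 100% = ciprofloxacin 0.95 µg/ml wells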
PfHsp90 yeast 2 – growth inhibition of PfHsp90-expressing yeast, primary screen, antimalarial PfHsp90 inhibitor project, S. cerevisiae, BacTiter-Glo luminescence, single point, set 2; BacTiter-Glo ATP, 48 h; yeast lacking PDR1 and PDR3 efflux regulators; inhibition, % at 9.4 µM; 310,000 compounds, 0.32% hits;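 active means every replicate shows inhibition above about 80%, whatever the replicate mean, limit read from the data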;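 further: 0% = DMSO neutral controls and 100% = 20 µM radicicol positive controls; yeast relying on Plasmodium falciparum Hsp90 in place of its own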
Mot1-301 SUMO – yeast Mot1-301 growth rescue at high temperature, primary screen, SUMOylation pathway inhibitor project, S. cerevisiae, ATP luminescence, 38.5C; S. cerevisiae Mot1-301 growth rescue; percent above DMSO median, 100 means doubled; growth rescue, % at 18.8 µM; 320,000 compounds, 1% hits;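 active means every valid replicate shows activation above 250% relative to neutral control wells; inactive means the rest, any valid replicate at or below 250%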;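 further: OY570 slx delta 5 strain wells were the positive control but not used for scaling; some compounds called inactive have numbers as strong as hits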
AddAB inh – growth inhibition of E. coli expressing H. pylori AddAB, primary screen, AddAB inhibitor project, absorbance. inhibition, % at 11.9 µM. 330,000 compounds, 0.29% hits. AID 435030, 2010; in the data active means inhibition above about 12%;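 further: 0% = vehicle wells of infected cells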
MOR-DOR inv ag – inverse agonists of MOR-DOR heterodimerization, primary screen, cell-based, luminescence; Mu-type opioid receptor (Homo sapiens) + Delta-type opioid receptor (Homo sapiens), …; cell-based MOR-DOR heterodimer luminescence, inverse agonism; inhibition, % at 9.3 µM; 340,000 compounds, 0.21% hits; in the data active means inhibition above about 22%, passing the limit was not always enough;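 further: 0% = cells with DMSO and 100% = wells without cells with DMSO; values of inactives mirror those of a sister screen read the other way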
PKA-R1A act – activators of PKA-R1A holoenzyme, primary screen, biochemical, fluorescence polarization, Cy5-IP20, bovine R1A, mouse PKAc; cAMP-dependent protein kinase type I-alpha regulatory subunit (Bos taurus) + …; PKA-R1A dissociation; scaled: DMSO 0%, 113 µM cGMP 100%; activation, % at 11.4 µM; 340,000 compounds, 0.083% hits; AID 504707, 2011;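 active means percent activation above the mean of all tested compounds plus 3 SD, cut at about 19% in these data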;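 further: higher means more PKAc released from R1A so a rise in polarization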
phage Ecoli inh – growth loss of phage-infected E. coli, primary screen, RecBCD inhibitor project, absorbance, with phage, HTS. inhibition, % at 11.9 µM. 360,000 compounds, 0.26% hits; in the data active means inhibition above about 11%
* marks the source's active call; other numbers are inactive results; nt = not tested or not shown.

SMILES	HTR5A ag	Pemphigus Ab inh	OPRM1-OPRD1 ag	HTR5A inv ag	E coli growth	PfHsp90 yeast 2	Mot1-301 SUMO	AddAB inh	MOR-DOR inv ag	PKA-R1A act	phage Ecoli inh
Cc1ccccc1Cn1ccc(NC(=O)c2cnn3c(C(F)(F)F)cc(-c4ccco4)nc23)n1	2	101	-1.1	-6	-0.9	-9	15	4.6	6	-10	0.0
Cc1ccc(S(=O)(=O)N2C[C@@H]3[C@H]4CC[C@H](C4)[C@@H]3[C@@H](C)[C@@H]2c2cccn2Cc2ccccc2)cc1	0	108	-2.4	0	-0.9	0	nt	0.2	12	-8	1.5
COc1ccc(C2(C)ON(c3ccccc3C(F)(F)F)C2=O)cc1 (configuration not stated)	0	102	1.1	16	-0.7	1	-9	-0.9	-6	-4	1.1
Cc1cc(C)cc(NC(=O)NCC(O)COc2ccc([N+](=O)[O-])cc2)c1 (configuration not stated)	3	97	-2.7	-12	-0.3	4	-1	1.3	14	-14	1.4
CCOC(=O)c1sc(N)c(C#N)c1COC(=O)CNC(=O)c1ccccc1	0	117	0.1	-7	-1.1	-3	234	-0.7	0	3	2.5
CCC1=C(OC(=O)N(CC)CC)N2C(=O)OC(=NCC3CC3)[C@]2(Cc2ccccc2)[C@H]2C1=CC[C@H]1C(=O)N(c3ccccc3)C(=O)[C@H]12	5	107	-0.2	-12	-2.0	11	-8	2.7	1	0	3.1
Cc1sc2ncnc(N)c2c1C	4	94	-1.3	-11	0.9	12	10	1.2	6	2	3.1
CN1CCCCc2c1nc1c(c2N)CCCC1	8	101	-1.2	29	0.0	13	10	3.0	7	4	0.9
CC1CCN(c2nc3c(c(=O)[nH]c(=O)n3C)n2CCCc2ccccc2)CC1	2	102	2.8	-6	-3.4	-3	8	-0.6	-16	-1	0.8
CCOc1ccccc1NC(=O)C1CCCN(C(=O)NCc2ccccc2)C1 (configuration not stated)	0	104	-1.9	23	4.1	nt	70	0.5	10	-7	3.1
CCOc1ccc(NC(=O)CN2CCN(CC(=O)Nc3cc(OC)cc(OC)c3)CC2)cc1	-4	nt	-5.5	10	-0.6	14	-6	3.8	23	-2	1.0
CCN(CC)S(=O)(=O)c1ccc(OC)c(NS(=O)(=O)Cc2ccccc2)c1	-4	120	-2.0	14	-0.6	-4	-13	-0.2	10	-11	3.1
CC(=O)N1[C@H](Cc2ccccc2)C=C[C@]1(C)C(=O)NCCN1CCOCC1	5	nt	1.1	-45	0.0	4	-10	2.0	-6	3	1.0
CCOC(=O)C1=C(C)N(CC(C)C)C(=O)/C1=C\c1ccc(OCC(=O)Nc2ccccc2)cc1	-1	nt	1.7	3	-1.9	nt	-12	1.8	-10	0	2.1
CC1CN(C(=S)Nc2ccc(Br)cc2Cl)CC(C)O1 (configuration not stated)	-4	nt	-1.1	-7	-0.1	-10	-4	-0.7	6	-4	3.0
Cn1c(SCC(=O)OC2CCCCC2)nnc1-c1ccco1	7	101	-3.0	-55	-3.9	0	10	1.5	17	1	4.0
CC(=O)c1cccc(NC(=O)c2cc(-c3cccs3)on2)c1	5	109	9.8	-35	-4.9	-36	-12	5.1	-69	-15	0.9
CC(=O)N(CCCc1ccc(C(C)(C)C)cc1)CCCN(C)C	0	103	0.8	0	-1.2	-9	-3	0.1	-5	-4	2.3
Brc1ccccc1-c1nnc(-c2cccnc2)o1	-1	nt	-1.3	2	1.2	nt	-23	2.0	7	6	1.0
CCOc1ccc2c(c1)C(C)=CC(C)(C)N2S(=O)(=O)c1ccc(C)cc1	-1	108	-2.9	3	nt	9	nt	nt	17	-7	5.6
N#Cc1ccc(OCC(=O)N2CCN(S(=O)(=O)c3cccs3)CC2)cc1	0	nt	-1.6	17	0.3	-22	-18	3.7	10	6	1.4
CCOC(=O)[C@@H]1[C@H]2COc3ccc(Br)cc3[C@H]2N2C(=O)N(c3ccc(F)cc3)C(=O)[C@@]12C	2	101	-2.8	5	1.1	-7	2	4.2	13	0	nt
CC(N=c1ccccn1C(=O)Nc1ccc(F)cc1)c1ccco1 (configuration not stated)	2	76	-0.2	-13	0.3	-13	-21	-1.1	1	1	2.8
COc1ccc(OC)c(CNCc2ccc3c(c2)OCO3)c1	7	99	2.2	-27	-2.0	10	5	1.6	-10	-1	3.2
CC1CCN(CCCCOc2ccc(F)cc2)CC1	0	104	1.1	0	0.7	3	548*	0.2	-5	-3	nt
COc1ccc(OS(=O)(=O)Cc2ccccc2)cc1	3	100	-2.7	-11	1.7	7	100	-0.5	13	15	3.8
Cc1ccc(NC(=O)/C=C/c2ccc3c(c2)OCO3)cc1S(=O)(=O)N1CCOCC1	4	96	-1.3	-11	-3.0	19	-10	2.9	7	1	5.1
CCOc1ccc(OCC)c(NC(=O)C2CCCN(S(=O)(=O)c3cccs3)C2)c1 (configuration not stated)	3	97	-2.1	-4	nt	-2	nt	nt	9	-11	0.8
CC(=O)NC1=NN(C(C)=O)C2(CCCCC2)S1	2	87	-1.6	12	0.8	1	0	0.0	9	3	-2.1
Cc1cc(C)c(C)c(S(=O)(=O)N2C(=S)NC(=O)C2CC(C)C)c1C (configuration not stated)	-1	98	-0.1	3	0.4	-30	-22	4.3	0	-2	1.1

Arranged by length of the SMILES (highest first): part of the list above
SMILES	HTR5A ag	Pemphigus Ab inh	OPRM1-OPRD1 ag	HTR5A inv ag	E coli growth	PfHsp90 yeast 2	Mot1-301 SUMO	AddAB inh	MOR-DOR inv ag	PKA-R1A act	phage Ecoli inh
CCOC(=O)[C@@H]1[C@H]2COc3ccc(Br)cc3[C@H]2N2C(=O)N(c3ccc(F)cc3)C(=O)[C@@]12C	2	101	-2.8	5	1.1	-7	2	4.2	13	0	nt
CCOc1ccc(OCC)c(NC(=O)C2CCCN(S(=O)(=O)c3cccs3)C2)c1 (configuration not stated)	3	97	-2.1	-4	nt	-2	nt	nt	9	-11	0.8
Cc1cc(C)c(C)c(S(=O)(=O)N2C(=S)NC(=O)C2CC(C)C)c1C (configuration not stated)	-1	98	-0.1	3	0.4	-30	-22	4.3	0	-2	1.1
CC(N=c1ccccn1C(=O)Nc1ccc(F)cc1)c1ccco1 (configuration not stated)	2	76	-0.2	-13	0.3	-13	-21	-1.1	1	1	2.8
Brc1ccccc1-c1nnc(-c2cccnc2)o1	-1	nt	-1.3	2	1.2	nt	-23	2.0	7	6	1.0
CC1CCN(CCCCOc2ccc(F)cc2)CC1	0	104	1.1	0	0.7	3	548*	0.2	-5	-3	nt

More results:
SMILES	HTR5A ag	Pemphigus Ab inh	OPRM1-OPRD1 ag	HTR5A inv ag	E coli growth	PfHsp90 yeast 2	Mot1-301 SUMO	AddAB inh	MOR-DOR inv ag	PKA-R1A act	phage Ecoli inh
CC1CC(=O)Nc2ccccc2N1C(=O)CSc1ccc2ccccc2n1 (configuration not stated)	-1	102	-5.5	2	-0.7	-28	-9	-1.5	22	-3	2.1
CCOc1ccccc1NC(=O)NCCCCc1ccccc1	12	nt	2.8	-31	0.4	-1	-8	-1.2	-11	-4	0.4
COc1ccc(OC)c(-c2cc(C(=O)Nc3c(C)nn(Cc4ccc(Cl)cc4)c3C)no2)c1	5	103	5.9	-33	-1.1	nt	9	2.5	-30	-9	4.5
Cn1c(CCNC(=O)c2ccco2)nc2cc(NS(=O)(=O)c3ccc(Cl)cc3)ccc21	7	111	-2.3	11	-3.1	nt	-1	4.2	11	-1	1.4
COc1ccc(C)cc1-n1cnnn1	-1	112	-0.7	-33	-0.5	3	-18	0.9	4	1	1.9
Cc1c(N=C2SCC(=O)N2/N=C/c2ccccc2Cl)c(=O)n(-c2ccccc2)n1C	4	107	2.4	-15	-0.9	12	164	0.7	-13	8	2.5
CN(C)c1nc(N)nc(Nc2ccccc2C#N)n1	11	nt	-1.7	-29	1.6	17	586	2.4	7	-3	3.8
CN1CCC(=O)N([C@H](CSc2ccccc2)Cc2ccccc2)CC1	6	103	-1.3	2	-2.2	15	-6	1.5	7	6	1.0
Cc1ccc(S(=O)(=O)N2CCCC(C(=O)NC3CCCC3)C2)cc1Cl (configuration not stated)	-2	107	-0.9	5	-1.3	-2	61	2.1	5	-1	0.7
COc1ccc(Cl)cc1NC(=S)N(Cc1cccnc1)Cc1ccco1	1	102	-1.0	15	-0.5	17	8	1.3	5	7	0.1
CC(C)NC(=O)Nc1ccc2c(c1)CC(=O)N([C@@H](C)CO)C[C@H](C)[C@@H](CN(C)C(=O)NC1CCCCC1)O2	-2	95	-1.4	8	1.6	-10	-17	2.4	7	-9	3.3
Cn1cc(-c2ccccc2C(N)=O)c(=O)c2cc(Cl)ccc21	3	116	2.1	-8	-0.5	nt	63	-0.2	-10	-2	2.8
COc1ccc(/C(C)=N/NC(=O)c2ccc(CSc3nncn3C)cc2)cc1	-3	98	-2.6	8	-1.6	-12	-5	-0.2	13	5	3.4
C/C(=N\OCc1ccccc1C#N)c1cc2ccccc2o1	-4	104	-2.0	11	-1.8	nt	nt	-1.3	9	-2	1.5
Cc1ccccc1SCC(=O)OCC(=O)NCc1ccccc1	-1	137	-2.1	4	1.0	-10	6	1.2	11	-5	0.4
Cc1cc(=O)oc(C)c1C(=O)Nc1ccc2ncccc2c1	8	nt	0.8	12	-0.7	39	10	-1.6	-5	8	-0.4
COc1cccc(CN(C(=O)c2ccc([N+](=O)[O-])cc2)C2CCS(=O)(=O)C2)c1 (configuration not stated)	-4	102	-1.5	11	-0.8	-16	12	2.2	8	-16	2.4
Cc1ccccc1NC(=O)c1cccc2c1C(=O)N(C1CCCCC1)C2	0	85	-2.6	3	-0.6	13	-6	1.9	13	3	0.6
CC(C)OC(=O)c1ccc(NC(=O)CSc2nc3ncccc3[nH]2)cc1	-2	99	-1.8	5	6.5	4	-1	11	9	-3	11*
O=C1c2oc3ccccc3c(=O)c2C(c2ccc(O)cc2)N1c1nccs1 (configuration not stated)	-6	97	-1.1	7	-0.8	7	-4	0.9	6	-9	2.5
CC1CCN(C(=O)COC(=O)c2c[nH]c3ccccc23)CC1	-5	109	0.9	12	nt	-53	nt	nt	-5	8	1.9
